Source: PubChem
tolC growth inh: growth inhibitors of E. coli tolC mutant, primary screen, strain BW25113 ΔtolC::kan, 384-well; OD615; growth inhibition, % at 10 µM (by protocol); 65,000 compounds, 2.2% hits; AID 573, 2007;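 active = growth inhibition at or above a cutoff equal to the mean over every tested compound plus 3 SD, cut at about 60% in these data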;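 note: growth measured after 20 h incubation at 37 °C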
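Signal: optical density read at 615 nm; Assay system: E. coli ΔtolC::kan strain BW25113; Times: 20 h incubation with compound, 37 °C; Dosing: 10 µM final, single dose.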
Jurkat viability: cytotoxicity toward Jurkat T cells, primary screen, cytotoxicity control, cell-based, Jurkat E6.1, 60K MLSMR library; inhibition, % at 4 µM; AID 463, 2006; 56,000 compounds, 1.2% hits; Jurkat E6.1 viability, ATP luminescence, 48 h;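 active = inhibition above the mean inhibition of all tested compounds plus 3 SD, cut at about 28% in these data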
NADH enzymes: inhibitors of PK/LDH coupling enzymes, profiling panel, artefact control, biochemical, MLSMR library | coupled PK/LDH NADH assays, four targets | IC50, µM (doses to about 10 µM), without a hit: at the top dose inhibition | 65,000 compounds, 0.02% hits | AID 774, 2007;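 active = single-dose screening hits from any of four coupled enzyme assays that gave an IC50 when retested across doses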;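 note: the DPM-DC format reads NADH fluorescence rather than 340 nm absorbance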
HEK293 NFkB inh: inhibitors of PMA/ionomycin-induced NF-kB reporter, primary screen, antigen receptor NF-kB inhibitor project, cell-based, HEK-293 luciferase reporter, luminescence. HEK-293 NF-kB luciferase reporter. inhibition, % at 3 µM. 62,000 compounds, 0.21% hits. AID 465, 2006;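 active = inhibition above the mean of all tested compounds plus 3 SD, cut at about 40% in these data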;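 note: 0% = stimulated DMSO wells and 100% = 10 µM reference inhibitor 5653914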
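System: NF-kB luciferase reporter HEK-293 cells | Replication: Single test | Control set: DMSO vs reference inhibitor | Evaluation: % inhibition | Schedule: 1 h pretreatment, 16 h stimulation, 37 °C | Probe or stimulus: PMA with ionomycin | Compound dosing: One dose, 3 µM | Detection: Luciferase luminescence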
M1 antag: antagonists of rat M1 muscarinic receptor; Muscarinic acetylcholine receptor M1 (Rattus norvegicus), P08482; CHO-M1 cells, Fluo-4 calcium, ACh EC80 antagonist mode; active compounds read low; B-score at 10 µM; 64,000 compounds, 3.4% hits;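 active = calcium fluorescence response, raw or row-and-column corrected B-score, differing from the plate sample mean either way at a set confidence level, mostly lower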
TNAP act DEA: human TNAP enzyme activators, primary screen, biochemical, luminescent, intermediate phosphate acceptor level; Alkaline phosphatase, tissue-nonspecific isozyme (Homo sapiens), P05186; purified TNAP, CDP-star luminescence, 100 mM DEA, 30 min; active compounds read high; scale: 0 levamisole-inhibited, 1 vehicle-only enzyme; activation factor at 20 µM; 64,000 tested, under 10 active; AID 813, 2007;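 active = activation factor of at least 2 at 20 µM, relative to controls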
Target sequence (P05186 whole entry, looked up): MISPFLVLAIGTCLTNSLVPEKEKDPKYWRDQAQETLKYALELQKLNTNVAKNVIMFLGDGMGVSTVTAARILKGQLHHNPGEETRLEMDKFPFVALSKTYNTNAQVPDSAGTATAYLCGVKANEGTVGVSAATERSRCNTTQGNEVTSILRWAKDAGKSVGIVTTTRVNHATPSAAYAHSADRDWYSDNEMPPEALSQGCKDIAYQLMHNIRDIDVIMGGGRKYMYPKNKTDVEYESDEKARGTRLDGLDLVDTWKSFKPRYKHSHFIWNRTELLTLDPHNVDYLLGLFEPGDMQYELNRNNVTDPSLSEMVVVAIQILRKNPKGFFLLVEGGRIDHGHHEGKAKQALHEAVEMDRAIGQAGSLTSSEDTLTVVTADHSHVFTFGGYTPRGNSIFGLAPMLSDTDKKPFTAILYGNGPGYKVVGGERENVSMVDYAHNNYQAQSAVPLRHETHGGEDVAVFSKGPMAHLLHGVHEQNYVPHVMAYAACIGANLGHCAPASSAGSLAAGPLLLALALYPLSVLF
SF1 activator: activators of human SF-1, primary screen, cell-based, CHO-K1, Gal4-SF-1 LBD, luciferase luminescence | Steroidogenic factor 1 (Homo sapiens), Q13285 | CHO-K1 Gal4-SF-1 LBD luciferase reporter; % increase over DMSO SF-1-specific signal | activation, % at 10 µM | 65,000 compounds, 1.9% hits;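 active = activation above the mean activation of all tested compounds plus 3 SD, cut at about 50% in these data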
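material = CHO-K1 cells with Gal4–hSF-1 LBD chimera plus Gal4-driven luciferase | compound = 10 µM single point, 1% DMSO | incubation = 20 h compound exposure at 37 °C after 1 h cell settling | measured by = SteadyLite luciferase luminescence | evaluation = percent activation relative to DMSO median and mock-transfected background | control set = DMSO negative control and −SF1 background wells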
M1 agonist: M1 muscarinic receptor agonists, primary screen, CHO-M1 cells, Fluo-4 calcium, agonist mode; Muscarinic acetylcholine receptor M1; 64,000 compounds, 3% hits; Fluo-4 calcium fluorescence; active compounds read high; AID 626, 2007; B-score at 10 µM;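 active = fluorescence rise, raw or as B-score row- and column-corrected plate score, outside the 99.7% band of its plate's samples, either direction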
D1 allo mod: D1 CRE-luciferase signal change, two-sided – cell-based, HEK293 D1, dopamine EC30, D1 allosteric modulator project, primary screen; D(1A) dopamine receptor (Homo sapiens), P21728; dopamine EC30 potentiation; actives deviate in either direction; B-score at 10 µM; 58,000 compounds, 5.9% hits;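 active = luminescence count or its row- and column-corrected plate score outside the 99.7% band of the plate's sample wells, on either side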
Starred values were filed as active, the others as inactive; · = no result given; [ ] = dose if it differs, or a comment.

structure,SF1 activator,tolC growth inh,D1 allo mod,TNAP act DEA,Jurkat viability,M1 agonist,NADH enzymes,M1 antag,HEK293 NFkB inh
CS(=O)(=O)N(CC(=O)N1CCN(c2ccccc2F)CC1)c1cccc(C(F)(F)F)c1,4,17,1.1,0.9,4,-2.1,0%,0.00062,16
COc1cc(C(=O)Nc2nccs2)ccc1OCc1c(C)noc1C,-14,2,0.074,0.9,2,1.4,9%,0.39,5
O=C(Nc1ccon1)c1cccc(Cl)c1,-2,-10,0.82,1,0,-0.79,3%,-0.16,2
O=C(c1ccc(Br)o1)N1CCN=C1SCc1cccnc1,-7,-15,1,1,-3,-0.15,5%,0.0055,13
CCO/C([O-])=N/c1c[n+](N2CCOCC2)no1,1,13,-0.16,1,·,-0.075,1%,-0.044,·
O=C(Nc1ccc(N2CCOCC2)c(Cl)c1)c1cccc(F)c1,33,9,-0.4,0.9,1,1.2,5%,0.37,-59
c1nc(NC2CCCC2)c2[nH]cnc2n1,8,1,1.4,1.2,0,-0.38,4%,-0.24,15
COCC(C)n1c(C)cc(C(=O)COC(=O)c2oc3ccccc3c2C)c1C (configuration not stated),2,45,0.65,0.9,2,-1.2,4%,-0.11,1
Cn1c(=O)c2c(nc(Sc3n[nH]c(N)n3)n2Cc2ccccc2Cl)n(C)c1=O,9,-1,-0.042,1,-9,-0.37,4%,0.35,18
CCn1c(CNC(=O)c2ccc(OC)cc2)nnc1SCC(=O)c1ccccc1,8,10,-0.26,0.9,0,-0.53,3%,0.076,5
COc1cc(SC)ccc1C(=O)NCC1CCCO1 (configuration not stated),11,1,-0.27,1,1,-0.038,1%,0.25,8
CC(=O)C1C(c2ccc3ncccc3c2)NC(=O)NC1(O)C(F)(F)F (configuration not stated),6,-21,-0.38,0.9,-4,0.019,9%,-0.34,-1
O=C1C(=O)N(CCCn2ccnc2)C(c2ccccn2)/C1=C(/O)c1ccccc1 (configuration not stated),-3,3,-1.1,0.9,·,0.58,3%,0.4,·
O=C(CCC1COc2ccccc2O1)NCC1COc2ccccc2O1 (configuration not stated),-4,18,-0.12,0.9,-5,0.039,3%,0.0099,2
CCOCCn1c(=O)c2c(nc3n2CCN3c2ccc(CC)cc2)n(C)c1=O,-24,-3,-0.84,0.9,3,0.37,7%,0.52,16
Cc1cc(C)n2cc(CSc3nnc(N)s3)nc2n1,-4,-3,·,1,0,-1.8,4%,0.4,20
Cc1cc(NC(=O)CN2CCCCC2C)nc2c1c(=O)oc1ccccc12 (configuration not stated),-18,-2,-0.038,0.9,-6,-0.099,9%,-0.43,15
N=c1c(S(=O)(=O)c2ccccc2)cc2c(=O)n3ccccc3nc2n1CCN1CCOCC1,1,-12,-0.076,0.8,·,-0.13,8%[fluoresces],0.52,10
Cc1ccc(S(=O)(=O)NCCn2c(C)cc3ccccc32)cc1,-6,7,0.88,1,-10,-1.4,6%,0.44,5
Cc1ccc(C(=O)CSc2nnc(-c3ccccc3N)n2C)cc1,21,2,·,1,1,-0.26,7%,-0.99,1
COc1ccccc1N1CCN(S(=O)(=O)c2cn(C)c(=O)n(C)c2=O)CC1,-2,-6,-0.082,1,1,1.1,5%,-0.054,2
O=S1CCCSC1c1cccnc1 (configuration not stated),-1,6,-0.69,0.9,·,-0.22,3%,0.76,·
Cc1ccc2c(c1C)NC(=O)C2(O)CC(=O)c1ccc2c(c1)OCO2 (configuration not stated),2,-2,-0.21,0.9,3,-0.76,2%,0.29,9
CCn1c(=N)n(CC(=O)c2ccco2)c2ccccc21,-10,-6,-1,0.9,10,-0.088,2%,-4*,-3
Cc1ccccc1N(C(=O)Cn1nnc2ccccc21)C(C(=O)NCc1ccco1)c1ccncc1 (configuration not stated),-11,-5,1.5,0.9,-4,0.45,7%,1.9,2
CCN(CC)C(=O)CN(C)S(=O)(=O)c1cccc2nsnc12,-7,-16,0.078,1,-1,-1.8,5%,0.6,4
CC(C)c1nnc(NC(=O)Cn2nc(-c3ccc4c(c3)OCCO4)ccc2=O)s1,1,-14,0.79,0.9,10,0.019,4%,-0.22,15
COc1ccc(CN2CC34C=CC(O3)C(C(=O)O)C4C2=O)cc1 (configuration not stated),10,-3,-0.018,1,-1,-0.4,0%,-0.24,11
CC(c1ccccc1F)n1cc(C(=O)NCc2ccncc2)nn1 (configuration not stated),-12,-11,0.41,1,·,-0.4,7%,0.049,16
Cc1oc2c(C)c3oc(=O)c4c(c3cc2c1C)CCCC4,-18,0,-0.38,1,-1,0.5,5%,0.17,-4
COc1ccc(OC)c(C2=NOC(C(=O)Nc3cccnc3)C2)c1 (configuration not stated),1,-4,1.1,0.9,2,-0.83,2%,0.12,8
Cc1ccc2[nH]c3c(N4CCCCCC4)ncnc3c2c1,-74,2,·,0.9,·,6.3,3%,-2.7*,·
COC(=O)Cn1c(=NC(=O)C2CC2)sc2c(C)cc(C)cc21,-6,-4,-0.66,0.9,6,-0.59,4%,-0.25,2
COc1ccc(NC(=O)CN2CCN(c3ccc(Cl)cc3)CC2)c(OC)c1,-7,57,0.99,1,-8,1.1,4%,0.25,6
COc1cccc(-n2c(Cc3cc(=O)[nH]c(=O)[nH]3)nnc2SCC(=O)N2CCCCCC2)c1,4,-20,-0.16,0.9,4,-1.3,4%,-0.31,16
Cc1cccc(OCc2nnc(SCC(=O)Nc3ccc(C)c(C)c3)o2)c1,-5,13,·,1,-2,·,3%,·,15
O=C(CSc1ncnc2c1oc1ccccc12)OCc1ccccc1,-14,21,0.59,0.9,1,-0.37,5%,1,3
CCn1nnc(NC(=O)c2cccnc2)n1,6,6,0.0048,0.9,-1,-0.96,6%,0.77*,11
CCOC(=O)c1sc(NC(=O)c2cccnc2)nc1C,36,-1,·,0.9,-3,-0.31,8%,0.00019,-1
CCN(Cc1cc2ccc(C)cc2[nH]c1=O)C(=O)c1cccnc1,12,-12,-0.11,0.9,2,0.056,3%,0.013,18
Cn1c(SCC(=O)NCCc2ccccc2)nnc1-c1ccncc1,-4,-18,-0.25,1,0,-0.42,0%,0.44,5
Cc1nc2ccccc2c2oc(C(=O)NCCCN3CCC(C)CC3)cc12,12,5,0.0081,1,-3,0.3,8%,-6.5*,6
CCOC(=O)N1CCC(c2cc(=O)n3[nH]c(-c4ccccc4)cc3n2)CC1,0,12,-2.6,0.9,-5,-1.2,8%,-0.028,19
O=S1(=O)CC(N2CCOCC2)c2ccccc21 (configuration not stated),7,-16,-0.14,0.9,-1,0.3,1%,-0.17,19
CCc1cccc2c(=O)c(C(=O)NCCN3CCOCC3)c[nH]c12,14,-5,0.48,1,-4,0.69,4%,-0.18,4
CCOC(=O)c1[nH]c2ccccc2c1NC(=O)c1nonc1C,1,3,5.8*,0.9,·,0.33,4%,-1.2,17

Entries listed so far with a furan ring, fused or not (7):
structure,SF1 activator,tolC growth inh,D1 allo mod,TNAP act DEA,Jurkat viability,M1 agonist,NADH enzymes,M1 antag,HEK293 NFkB inh
O=C(c1ccc(Br)o1)N1CCN=C1SCc1cccnc1,-7,-15,1,1,-3,-0.15,5%,0.0055,13
COCC(C)n1c(C)cc(C(=O)COC(=O)c2oc3ccccc3c2C)c1C (configuration not stated),2,45,0.65,0.9,2,-1.2,4%,-0.11,1
CCn1c(=N)n(CC(=O)c2ccco2)c2ccccc21,-10,-6,-1,0.9,10,-0.088,2%,-4*,-3
Cc1ccccc1N(C(=O)Cn1nnc2ccccc21)C(C(=O)NCc1ccco1)c1ccncc1 (configuration not stated),-11,-5,1.5,0.9,-4,0.45,7%,1.9,2
Cc1oc2c(C)c3oc(=O)c4c(c3cc2c1C)CCCC4,-18,0,-0.38,1,-1,0.5,5%,0.17,-4
O=C(CSc1ncnc2c1oc1ccccc12)OCc1ccccc1,-14,21,0.59,0.9,1,-0.37,5%,1,3
Cc1nc2ccccc2c2oc(C(=O)NCCCN3CCC(C)CC3)cc12,12,5,0.0081,1,-3,0.3,8%,-6.5*,6
